Screening data from PubChem BioAssay.
TPT1 inhibitor: Candida albicans TPT1 enzyme inhibitors, primary screen, biochemical, fluorescence polarization; recombinant caTPT1, FP RNA substrate dephosphorylation; tRNA 2'-phosphotransferase TPT1 (Candida albicans SC5314); AID 1962, 2009; inhibition, % at 5 µM; actives 0.81% (n = 300,000);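 active = inhibition above the mean of all tested compounds plus 3 SD, set per screening campaign, cut at about 24% in these data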;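 also: plate controls were DMSO alone for no effect and ferristatin control at 100 nM for full effect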
GLD-1 TGE inh: GLD-1/TGE RNA complex disruptors, primary screen, biochemical, fluorescence polarization | inhibition, % at 5.96 µM | purified GLD-1 + fluorescein TGE RNA | actives 0.44% (n = 320,000);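 active = percent inhibition above a per-plate cutoff, the plate mean of test compounds plus 3 SD, cut at about 30% in these data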;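 also: 0% = DMSO wells with GLD-1 and probe and 100% = wells lacking GLD-1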
Target sequence (Q17339 whole entry, looked up): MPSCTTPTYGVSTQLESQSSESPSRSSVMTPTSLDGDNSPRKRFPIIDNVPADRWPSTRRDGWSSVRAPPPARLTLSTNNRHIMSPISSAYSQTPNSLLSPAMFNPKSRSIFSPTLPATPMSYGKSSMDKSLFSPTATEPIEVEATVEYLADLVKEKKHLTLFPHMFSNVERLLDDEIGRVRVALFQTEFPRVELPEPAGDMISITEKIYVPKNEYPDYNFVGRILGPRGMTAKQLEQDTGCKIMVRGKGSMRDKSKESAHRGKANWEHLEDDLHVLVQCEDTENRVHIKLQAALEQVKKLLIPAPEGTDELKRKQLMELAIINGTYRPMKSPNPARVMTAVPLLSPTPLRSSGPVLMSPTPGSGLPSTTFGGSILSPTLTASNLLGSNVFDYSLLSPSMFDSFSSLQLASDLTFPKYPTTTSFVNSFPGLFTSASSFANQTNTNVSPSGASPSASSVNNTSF
PAD4 inh: human PAD4 inhibitors, primary screen, biochemical, fluorescence polarization, 1536-well format; actives 0.41% (n = 330,000); inhibition, % at 6.36 µM; recombinant PAD4, RCA probe fluorescence polarization;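 active = percent inhibition above a cutoff equal to the mean of all tested compounds plus 3 SD, cut at about 15% in these data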;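 also: 0% = PAD4 with RCA probe and DMSO and 100% = probe without PAD4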
MEX-5 binding: MEX-5 zinc finger RNA-binding disruptors – biochemical, C. elegans, fluorescence polarization, MLPCN library, primary screen; Zinc finger protein mex-5 (Caenorhabditis elegans), Q9XUB2; MEX-5/FITC-TCR2 RNA binding; stronger effect = lower value; activity score (negative = inhibition of binding), % at 10 µM; actives 0.38% (n = 300,000); AID 1832, 2009;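 active = inhibition past about -25% in most replicates, and total fluorescence under double the plate's negative control median, limit read from the data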;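 also: 0% = DMSO and -100% = 5 µM competing unlabeled TCR2 RNA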
Target sequence (Q9XUB2 whole entry, looked up): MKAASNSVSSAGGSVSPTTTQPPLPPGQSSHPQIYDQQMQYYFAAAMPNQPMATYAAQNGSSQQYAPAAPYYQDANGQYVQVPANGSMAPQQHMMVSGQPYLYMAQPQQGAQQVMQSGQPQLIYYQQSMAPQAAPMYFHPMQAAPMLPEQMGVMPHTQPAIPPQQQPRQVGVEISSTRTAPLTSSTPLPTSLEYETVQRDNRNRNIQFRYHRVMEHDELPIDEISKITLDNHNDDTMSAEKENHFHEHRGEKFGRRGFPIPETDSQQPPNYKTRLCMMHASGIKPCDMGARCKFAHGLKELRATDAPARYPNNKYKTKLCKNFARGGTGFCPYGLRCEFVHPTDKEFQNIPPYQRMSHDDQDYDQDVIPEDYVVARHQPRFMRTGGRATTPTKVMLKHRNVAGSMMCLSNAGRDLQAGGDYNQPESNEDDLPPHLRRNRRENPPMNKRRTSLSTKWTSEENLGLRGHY
GSTO1 counter: inhibitors of recombinant GSTO1, primary screen, counter-screen for RBBP9 inhibitor project, biochemical, fluorescence polarization; actives 1.1% (n = 300,000); activity-based probe fluorescence polarization; Glutathione S-transferase omega-1 (Homo sapiens), P78417; inhibition, % at 5.96 µM; AID 1974, 2009;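 active = inhibition above the campaign mean inhibition plus 3 SD, cut at about 35% in these data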;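 also: 0% = GSTO1-1 with DMSO and 100% = wells lacking GSTO1-1 enzyme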
Bcl-xL primary: inhibitors of human Bcl-xL, primary screen, biochemical, fluorescence polarization, HTS. Bcl-2-like protein 1 (Homo sapiens), Q07817. GST-Bcl-xL / FITC-Bim BH3 peptide fluorescence polarization. inhibition, % at 10.9 µM. actives 0.7% (n = 320,000);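 active = inhibition above the mean of all tested compounds plus 3 SD, cutoff set per campaign, cut at about 30% in these data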;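 also: 0% = DMSO wells and 100% = unlabeled Bim-BH3 peptide competitor; inhibitors lower millipolarization by displacing the labeled peptide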
Fam108B counter: mouse Fam108B serine hydrolase inhibitors, primary screen, counter-screen for RBBP9 inhibitor project, biochemical, fluorescence polarization | inhibition, % at 9.51 µM | actives 0.33% (n = 300,000) | recombinant Fam108B, FP-Rh probe fluorescence polarization;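 active = inhibition above the screen mean inhibition plus 3 SD, computed separately per campaign, cut at about 18% in these data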;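 also: inhibitors lower polarization as less probe binds the enzyme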
PME-1 primary: PME-1 inhibitors via competitive probe labeling, primary screen, biochemical, fluorescence polarization, FP-Rh probe, HTS | Protein phosphatase methylesterase 1 (Homo sapiens), Q9Y570 | recombinant PME-1 | inhibition, % at 5.9 µM | actives 0.53% (n = 320,000) | AID 2130, 2009;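 active = inhibition above the campaign mean of all compounds plus 3 SD, cut at about 26% in these data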;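 also: competitive labeling of PME-1 active site by serine hydrolase directed probe; 0% = PME-1 with DMSO and 100% = wells lacking PME-1 enzyme; inhibitors block probe labeling so polarization falls and inhibition rises; many of its hits are not listed in these tables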
MCL1 BIM primary: inhibitors of MCL1 binding to BIM-BH3, primary screen, biochemical, fluorescence polarization; Induced myeloid leukemia cell differentiation protein Mcl-1 (Homo sapiens), Q07820; GST-MCL1 / FITC-Bim-BH3 fluorescence polarization; inhibition, % at 10.9 µM; actives 0.68% (n = 320,000); AID 2057, 2009;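 active = inhibition above the mean inhibition of all tested compounds plus 3 SD, set per campaign, cut at about 40% in these data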;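 also: 0% = DMSO wells and 100% = unlabeled Bim-BH3 peptide control; higher means more loss of mP so more displacement of Bim peptide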
* marks the source's active call; other numbers are inactive results; / = not tested or not shown. A portion of the library (hit frequency here may not be typical).

Each structure is followed by: TPT1 inhibitor, GLD-1 TGE inh, PAD4 inh, MEX-5 binding, GSTO1 counter, Bcl-xL primary, Fam108B counter, PME-1 primary, MCL1 BIM primary
1: CCOC(=O)c1c(C)[nH]c(C(=O)/C(C#N)=C/c2ccc(OC(F)F)c(OC)c2)c1C
→ 13, -14, -7, -2.2, -3, 5, 2, 4, -35
2: Cc1cc(C(=O)N2CCN(c3ncccn3)CC2)c2cc(F)ccc2n1
→ 6, -2, -2, -1.1, 0, 1, 2, -3, 3
3: CCCCNC(=O)C(=O)NC(C)CCc1ccccc1 (stereo not drawn)
→ 0, -1, 1, -0.5, 3, 3, -2, -5, 0
4: COc1cccc(CNC(=O)CCC2CCCN(c3cc(C)nc(N4CCCC4)n3)C2)c1 (stereo not drawn)
→ -7, 5, -1, 1.0, -6, -5, 1, -2, -6
5: C=CCSc1nc2ccsc2c(=O)n1-c1cccnc1
→ 0, 5, -3, -0.3, 0, 2, -4, 1, -3
6: CC1=C(C(=O)NC(C)C)C2(CCC(C)CC2)OC1=O (stereo not drawn)
→ 0, 6, 0, -1.1, -2, -2, -1, -4, -3
7: CCN(CC)S(=O)(=O)c1ccc(N/N=C(\C)c2ccncc2)nc1
→ 0, 1, 1, -2.4, 4, 4, -2, -2, 10
8: CC1(c2cccc([N+](=O)[O-])c2)CC(C)(C)N(C(=O)c2ccccc2)c2ccccc21 (stereo not drawn)
→ 0, -5, -5, 0.2, 2, 1, 0, 0, -3
9: COc1cc(/C=C/C(=O)O)cc(S(=O)(=O)NCCCC(=O)O)c1OC
→ -5, -1, -5, -0.4, -1, 10, -5, 1, 13
10: Cc1cc(C)c(C(=O)CSc2nnc(C)c(=O)[nH]2)cc1C
→ -2, 3, 2, 0.2, 18, 1, -1, -1, 11
11: Cc1cccc(NC(=O)C2CCCN(S(=O)(=O)c3c(C)nn(C)c3C)C2)c1 (stereo not drawn)
→ -1, -5, -5, 1.1, 2, 2, 4, 0, 5
12: COc1ccc(/C=N/NC(=O)c2ccn[nH]2)cc1COc1ccc(Cl)cc1Cl
→ 3, 8, -5, 2.4, -37, -5, -40, -60, -12
13: COc1ccc(C(=O)CC(SCC(NC(C)=O)C(=O)O)c2ccc(Cl)cc2)cc1OC (stereo not drawn)
→ -2, -3, 3, 0.3, -13, 2, -3, -4, 2
14: Cc1ccc(C)c(N=Nc2nc3ccccc3n2C)c1
→ -3, 15, 3, 0.2, 20, 5, 0, 12, 7
15: CCCOC(=O)CSc1nnc(-c2ccc(Cl)cc2Cl)o1
→ -1, 3, 0, 0.1, 0, 5, -2, 1, 7
16: CCN1CCCC1CNC(=O)c1cc2c(OC)cccc2[nH]1 (stereo not drawn)
→ 3, -10, 2, -2.8, -2, 4, 2, 0, 3
17: CCN(CC)CCN(C(=O)c1ccc(Br)s1)c1nc2cc3c(cc2s1)OCCO3
→ -6, -3, 4, 2.7, -7, 3, 0, 3, 5
18: CC12CC3CC(C)(C1)CC(CN1CCOCC1)(C3)C2
→ 1, -2, 6, 1.4, 0, 1, -1, -5, -5
19: O=C(OCC(=O)N1CCc2ccccc21)c1ccc(Cl)nc1
→ -1, 3, -5, 0.2, 6, 2, -3, -4, -2
20: c1ccc(C2=Nc3ccccc3SC2c2nc3ccccc3[nH]2)cc1 (stereo not drawn)
→ -3, 3, 28*, -1.6, 13, 14, -1, 23, 21
21: Cc1cc(C(=O)COc2cccc(-n3cnnn3)c2)c(C)n1-c1ccccc1
→ 1, 7, 0, -0.5, -1, 1, -3, -1, 0
22: CC(=O)Nc1ccc(NC(=O)CSc2nc(=O)n(Cc3ccncc3)c3c2CCC3)cc1
→ -2, -2, 1, 1.8, 8, 3, 1, 4, -1
23: CCOC(=O)N1CCN(C(=O)c2ccccc2NS(=O)(=O)c2ccc(C)cc2)CC1
→ -1, 5, -2, 1.1, 1, -2, 0, 5, 5
24: COc1cc(C2c3c(oc4ccccc4c3=O)C(=O)N2Cc2ccncc2)ccc1O (stereo not drawn)
→ 1, 3, -4, 0.1, 13, 1, -3, -9, -2
25: CC(C)COc1ccc(Br)cc1CNC(C)(C)C
→ -3, 1, 2, -0.5, -1, 3, 5, -2, 2
26: O=[N+]([O-])c1ccc(Oc2cccc(Br)c2)c2ccncc12
→ -4, 2, -5, -2.5, 20, 7, 6, 10, 12
27: NC(N)=NS(=O)(=O)c1ccc(NC(=S)NC(=O)c2ccccc2)cc1
→ -2, -3, 2, 0.3, 1, 8, -2, 1, 8
28: Cc1cccn2c(=O)c3cc(C(=O)NC4CCCCC4)sc3nc12
→ 2, -1, -3, -0.3, 4, -1, -7, 0, -5
29: Cc1ccc(NC(=O)N2CCCC2C(=O)NCc2ccc3c(c2)OCO3)cc1 (stereo not drawn)
→ 1, 7, -2, -1.3, 1, 4, -2, -3, 2
30: COc1ccc(NCc2n[nH]nc2-c2ccccc2)cc1Cl
→ -4, -6, 4, -0.5, 1, 4, 1, 4, 6
31: CCCN(CCC)CCCNC(=S)Nc1ccc2nc3n(c(=O)c2c1)CCCCC3
→ 2, -1, -3, 1.0, -2, 5, 0, -3, 13
32: COC(=O)CSc1nc2sccc2c(=O)n1-c1ccccc1
→ 4, 4, -4, 0.2, 0, -3, 1, -3, 3
33: CCOc1cc(/C=N/NC(=O)Cc2ccc(C(F)(F)F)cc2[N+](=O)[O-])c(Br)cc1OC
→ 1, 9, -4, -2.4, -6, 0, 1, -2, 0
34: CCOc1cc(N2CCOCC2)c(OCC)cc1NC(=O)COC(=O)COc1ccc(C#N)cc1
→ -2, -3, 0, 2.1, 3, 2, 0, 1, 3
35: O=CN(CCN(C=O)CN1CCCCC1)CN1CCCCC1
→ 1, 3, 3, -0.3, 4, 6, -5, -13, 5
36: O=C(COC(=O)c1ccccc1-c1nc2ccccc2s1)NC1CCS(=O)(=O)C1 (stereo not drawn)
→ -2, 5, 5, -2.2, 0, 2, 9, 1, 9
37: COc1ccccc1NC(=O)Nc1c(C)n(C)n(-c2ccccc2)c1=O
→ -2, 3, 0, 1.3, 5, 5, -7, 0, 4
38: NS(=O)(=O)c1ccc(CNC(=O)c2ccccn2)cc1
→ 1, -6, -1, -0.9, 1, -7, -2, -6, -5
39: COc1ccccc1CC(=O)Nc1ccc(O)cc1C(=O)O
→ -2, -1, 3, 0.3, 9, 3, 3, 2, 3
40: N=c1n(CCN2CCCCC2)c2ccccc2n1CC(=O)c1ccc(Cl)c(Cl)c1
→ -2, -9, -2, -1.2, -7, 5, 2, -3, 1
41: Cc1[nH]c2ccccc2c1/C=N/NC(=O)c1ccc(N)cc1
→ 4, -4, -6, 0.2, 1, 5, -2, 8, 6
42: C/C=C/c1ccc(OCCCN2C(=O)NC(C)(C)C2=O)c(OC)c1
→ 2, 5, -6, 0.3, 9, -6, 5, 1, -7
43: CCC(C)[C@H](NC(=O)N1CCn2c1nc1ccccc12)C(=O)NCc1ccccc1 (stereo partly drawn)
→ -3, -2, 2, -1.3, 2, 8, 0, 2, 5
44: O=C(CSc1ccccc1C(=O)O)NC1CCCCCCC1
→ -1, 3, -5, -0.5, 18, 2, -1, 1, 3
45: COc1ccccc1NC(=O)COC(=O)CCc1ccc(S(=O)(=O)N2CCOCC2)cc1
→ /, 2, 3, /, /, -1, /, 0, -5
46: COc1cc(OC)c2c(-c3ccccc3)cc(=O)oc2c1
→ 0, 6, -3, 0.9, 12, -1, 2, 3, -1
47: COc1ccc(NC(=O)CSc2nnc(C3CC3)n2C)cc1S(=O)(=O)N1CCOCC1
→ /, -4, -2, /, /, 2, /, 5, 12
48: Cc1ccc(C)c(NC(=O)c2ccc3nccnc3c2)c1
→ -1, 13, -1, -1.2, 4, 4, 0, 0, 6
49: COc1ccc(Nc2cc(C)nc3ccc(OC)cc23)cc1
→ -1, 9, -7, -0.9, 0, -16, -2, 1, -5
50: CC(=O)c1cccc(CN2CCN(Cc3ccc(F)cc3)C(CCO)C2)c1 (stereo not drawn)
→ -2, 1, 4, -0.7, 2, 1, 0, -3, 14
51: COc1ccc(CC(=O)N2CCN=C2SCc2cccc([N+](=O)[O-])c2)cc1
→ -2, 2, 3, /, 0, 3, 0, 6, 11
52: O=C(COC(=O)CCc1nc2ccccc2c(=O)[nH]1)NCc1ccc(F)cc1
→ 4, 8, -7, -3.9, -5, -2, -5, -2, -9
53: COc1ccc(C2C(C#N)=C(N)Oc3c2oc(CO)cc3=O)c(OC)c1OC (stereo not drawn)
→ -3, -6, -7, -3.2, 10, 3, -1, 1, 1
54: NCCc1nnc(SCC(=O)Nc2ccc(Br)cc2)o1
→ 2, -3, -3, 2.5, 3, -3, 2, 5, -2
55: COc1ccc(S(=O)(=O)Nc2nc3c(s2)CCCC3)cc1
→ 0, 3, -1, -0.8, 4, -2, -4, -5, -5
56: CCC1CN(C)C2Cc3c([nH]c4ccccc34)C(=O)CC1C2C(=O)OC (stereo not drawn)
→ -1, 6, 2, 0.0, 4, 7, 2, 2, 7
57: COC(=O)CCCNC(=O)c1ccc2oc(CCCc3ccccc3)nc2c1
→ -3, 4, 2, -0.5, -2, -6, -1, 1, -7
58: N/C(=N\OC(=O)CCCC(=O)O)c1ncc(C(F)(F)F)cc1Cl
→ -2, 3, -7, 0.7, 7, 3, 2, -3, -1
59: CC(=O)C1=C(O)C(=O)N(Cc2ccccc2)C1c1cccc([N+](=O)[O-])c1 (stereo not drawn)
→ -5, 3, -1, -1.2, 13, 4, 1, 2, -2

Some of the entries so far, bar-delimited.
item | Molecule | TPT1 inhibitor | GLD-1 TGE inh | PAD4 inh | MEX-5 binding | GSTO1 counter | Bcl-xL primary | Fam108B counter | PME-1 primary | MCL1 BIM primary
55 | COc1ccc(S(=O)(=O)Nc2nc3c(s2)CCCC3)cc1 | 0 | 3 | -1 | -0.8 | 4 | -2 | -4 | -5 | -5
56 | CCC1CN(C)C2Cc3c([nH]c4ccccc34)C(=O)CC1C2C(=O)OC (stereo not drawn) | -1 | 6 | 2 | 0.0 | 4 | 7 | 2 | 2 | 7
